Bioassay records from PubChem BioAssay.
CIT2-GFP yeast: modulators of CIT2-GFP expression in yeast, primary screen, S. cerevisiae, GFP fusion, multiplex flow cytometry, MLPCN library | S. cerevisiae CIT2-GFP strain, 3 h; 100 means same as DMSO wells | GFP response vs DMSO, % at 10 µM | hit rate 0.065% among 320,000 | AID 2029, 2009;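 active means GFP response relative to DMSO above a set limit, near the screen mean plus 3 SD, cut at about 150% in these data; inconclusive means Fewer than 70 cells measured for a yeast strain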;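 further: ratio of well median GFP fluorescence to mean of DMSO wells on the plate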
GRK2 aptamer HTS: compounds blocking aptamer binding on GRK2 – biochemical, human GRK2, bead flow cytometry, HTS, primary screen; FAM-aptamer displacement from GRK2; inhibition of aptamer binding, % at 10 µM; hit rate 0.59% among 330,000; AID 488847, 2010;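 active means inhibition of aptamer binding above 40%, roughly 3 SD of noise, on plates passing a quality check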;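 further: median bead fluorescence of bound FAM aptamer so fluorescent compounds give negative values; no value below 0 was filed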
Target sequence (P25098 whole entry, looked up): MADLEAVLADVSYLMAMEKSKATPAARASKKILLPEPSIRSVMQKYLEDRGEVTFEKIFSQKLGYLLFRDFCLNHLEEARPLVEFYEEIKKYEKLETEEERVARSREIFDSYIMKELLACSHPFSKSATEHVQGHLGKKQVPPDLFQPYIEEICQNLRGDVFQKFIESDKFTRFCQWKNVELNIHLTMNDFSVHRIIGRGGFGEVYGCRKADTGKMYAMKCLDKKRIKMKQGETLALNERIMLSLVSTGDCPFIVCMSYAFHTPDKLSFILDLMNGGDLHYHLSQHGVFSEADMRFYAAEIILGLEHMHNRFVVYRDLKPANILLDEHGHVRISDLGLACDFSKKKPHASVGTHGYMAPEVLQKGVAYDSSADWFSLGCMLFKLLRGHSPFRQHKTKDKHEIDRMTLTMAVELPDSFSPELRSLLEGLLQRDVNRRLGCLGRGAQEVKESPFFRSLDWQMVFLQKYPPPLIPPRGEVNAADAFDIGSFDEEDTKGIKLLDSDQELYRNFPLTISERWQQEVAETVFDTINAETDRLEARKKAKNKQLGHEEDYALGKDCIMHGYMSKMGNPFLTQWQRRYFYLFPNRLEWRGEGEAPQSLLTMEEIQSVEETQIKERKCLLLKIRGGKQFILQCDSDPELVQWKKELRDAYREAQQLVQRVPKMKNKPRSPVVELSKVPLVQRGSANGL
AGP1-GFP MLPCN: modulators of AGP1-GFP expression in yeast TOR pathway, primary screen, cell-based, multiplex flow cytometry, S. cerevisiae, MLPCN library | GFP response vs DMSO, % at 10 µM | 3 h; GFP as percent of DMSO wells | AID 2066, 2009 | hit rate 0.02% among 320,000;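 active means GFP response relative to DMSO above a set limit, near screen average plus 3 SD, cut at about 150% in these data; inconclusive means fewer than 70 cells counted for the yeast strain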;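 further: median GFP channel fluorescence of the gated AGP1 strain per well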
VLA-4 inh: inhibition in human VLA-4 binding assay, primary screen, VLA-4 allosteric modulator project, MLPCN library, flow cytometry, VLA-4 expressing cells; Integrin alpha-4 (Homo sapiens), P13612; hit rate 0.2% among 330,000; ligand binding flow cytometry; inhibition, % (about 7 µM as worked out from the volumes in the protocol); in the data active means inhibition above about 50%
RPL19A TOR yeast: RPL19A-GFP expression modulators in yeast, primary screen, cell-based, S. cerevisiae, multiplex flow cytometry, MLPCN; S. cerevisiae RPL19A-GFP strain, 3 h; stronger effect = lower value; percent response vs DMSO, % at 10 µM; hit rate 0.3% among 330,000; AID 2025, 2009;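 active means percent response vs DMSO below 50%; inconclusive means fewer than 70 events counted for the yeast strain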;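 further: median channel GFP fluorescence of the barcoded RPL19A-GFP strain; ratio of sample median GFP to plate DMSO average so 100% = DMSO; lower means less RPL19A-GFP as with rapamycin TOR inhibition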
MEP2 TOR yeast: modulators of MEP2-GFP levels in yeast, primary screen, S. cerevisiae, multiplex flow cytometry, MLPCN library. S. cerevisiae MEP2-GFP strain, 3 h; 100% = DMSO control level. GFP response vs DMSO, % at 10 µM. hit rate 0.51% among 330,000. AID 2016, 2009;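 active means GFP response versus DMSO above a set limit, roughly screen mean plus 3 SD, cut at about 180% in these data; inconclusive means fewer than 70 cells counted for a yeast strain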;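 further: median GFP fluorescence of the barcode-gated MEP2-GFP cells per well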
LAP4-GFP MLPCN: modulators of LAP4-GFP expression in yeast, primary screen, S. cerevisiae, multiplex flow cytometry, MLPCN library. GFP response vs DMSO, % at 10 µM. 3 h; median GFP as percent of DMSO wells. hit rate 0.34% among 320,000;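 active means GFP response vs DMSO above a set limit, about the screen mean plus 3 SD, cut at about 150% in these data; inconclusive means under 70 cell events counted for the yeast strain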
CR mimetic SO: reduction of superoxide in aged yeast, primary screen, HTS. superoxide response (% of plate mean), % at 10 µM. hit rate 0.18% among 330,000. S. cerevisiae aged cells, superoxide DHE fluorescence; stronger effect = lower value. AID 2690, 2010;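 active means superoxide response under a set limit, about three screen SD below normal, cut at about 65% in these data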;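 further: yeast aged for seven days with compound at 30 °C before DHE staining; 100% = average MFI of all compound-treated wells on the plate with controls excluded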
* marks the source's active call; other numbers are inactive results; i = inactive; ? = inconclusive; / = not tested or not shown.

SMILES	CIT2-GFP yeast	GRK2 aptamer HTS	AGP1-GFP MLPCN	VLA-4 inh	RPL19A TOR yeast	MEP2 TOR yeast	LAP4-GFP MLPCN	CR mimetic SO
C=CCN1C(=O)c2ccc(C(=O)N(C)CC(=O)Nc3ccccc3Cl)cc2C1=O	101	1	102	9	96	95	105	90
CC(C)C[C@H](NC(=O)c1[nH]cnc1C(=O)N[C@@H](C)C(=O)OCc1ccccc1)C(=O)OCc1ccccc1	106	2	111	-9	107	104	107	101
O=c1[nH]ncc(N2CCN(C(c3ccccc3)c3ccccc3)CC2)c1Cl	100	0	99	22	108	101	89	108
Cc1cc(C)cc(C(=O)N2CCC(C(N)=O)CC2)c1	/	3	101	9	102	106	97	90
O=C(c1c[nH]c(C(=O)C(Cl)(Cl)Cl)c1)c1c(F)cccc1F	108	0	100	26	107	109	96	128
Cc1cc(O)c2c(c1)C(=O)c1cc(O)cc(O)c1C2=O	64	0	71	-7	90	80	99	111
CCOC(=O)N1CCC(Nc2c(NCCN3CCN(Cc4ccccc4)CC3)c(=O)c2=O)CC1	105	0	99	10	90	96	90	79
CCOC(=O)c1cnn2c(C)cc(-c3ccccc3)nc12	/	0	84	12	95	89	107	99
COc1ccccc1/C=C/C=N/NC(=O)CCn1nnc2ccccc21	94	1	97	-4	102	104	92	96
O=S(=O)(Nc1cccc(-c2cn3cccnc3n2)c1)c1ccc(Cl)cc1	113	3	116	12	111	114	106	87
O=C(c1ccnc(Cl)c1)N1CCCC(N2CCN(c3ccccc3F)CC2)C1 (stereo unspecified)	99	1	91	6	100	107	91	86
CSc1ncc(C(=O)O)c(C)n1	89	0	92	2	91	87	88	99
CCCc1cc(=O)[nH]c(SCC(=O)N2c3ccccc3CC2C)n1 (stereo unspecified)	84	0	97	10	94	93	93	102
S=C(NCC1CCCO1)n1nnc2ccccc21 (stereo unspecified)	99	0	90	2	96	94	100	97
CC(=O)c1cccc(NC(=O)c2nc(-c3ccccc3)oc2C)c1	86	0	86	-3	101	99	106	95
COc1ccc2nc(SCC(=O)NCc3ccccc3)[nH]c2c1	104	0	107	7	105	105	98	92
Cc1ccc(S(=O)(=O)NCC(=O)N(CC(=O)NCC2CCCO2)c2cccc(F)c2)cc1 (stereo unspecified)	111	1	114	-1	104	106	99	87
O=C(Nc1cccc(Cl)c1)Nn1cnnc1	100	0	93	6	103	109	88	100
O=C(CN1C(=O)S/C(=C\c2cc(Cl)c(O)c(Cl)c2)C1=O)Nc1ccccc1	109	3	103	10	114	111	82	89
O=C(CNC(=O)C12CC3CC(CC(C3)C1)C2)N/N=C\c1ccco1	100	0	106	-11	94	94	103	101
Cc1c(Cl)cccc1Nc1nc(N)nc(CSC(=S)N2CCOCC2)n1	89	1	90	10	92	96	98	95
Clc1ccc(-c2nc3cnccn3c2Nc2ccc3c(c2)OCO3)cc1	110	1	104	1	98	101	100	111
CCN(CC)C1CCCCC1NS(=O)(=O)c1ccc(Cl)cc1 (stereo unspecified)	99	0	105	14	105	102	102	96
CC(C)OCCCNC(=S)NNC(=O)c1ccc(Cl)c(Cl)c1	108	0	100	20	100	107	88	92
CC(Nc1oc(-c2ccco2)nc1C#N)c1ccccc1 (stereo unspecified)	94	0	86	-2	97	96	82	104
CC(Oc1cccc(Cl)c1)C(=O)Nc1nc(-c2ccccn2)cs1 (stereo unspecified)	92	0	111	53*	91	105	171*	92
O=C(Nc1cccnc1)c1cc(-c2ccc(F)cc2)on1	100	0	97	-17	95	95	110	95
O=C(CSc1ccc(Br)cc1)N1CCOCC1	105	0	108	2	111	109	86	94
COC(=O)CCC(=O)OC1(C)C(=O)C=C2C=C(C3CC3)N(c3cccc(C#N)c3)C=C2C1=O (stereo unspecified)	89	3	92	20	97	97	90	94
CCCCN1C2=C(C(=O)CC(C)(C)C2)C(c2ccccc2)C2=C1c1ccccc1C2=O (stereo unspecified)	88	1	89	-2	92	98	92	100
Cn1nc(C(F)(F)F)c(C(=O)Nc2cccc(C(F)(F)F)c2)c1SCc1ccc(Cl)cc1	85	6	92	4	93	97	94	122
C/C(=C\c1ccccc1)C(=O)NC1CCSC1=O (stereo unspecified)	114	0	110	-8	/	102	107	89
CCc1ccc2c(c1)C1(NN=C(c3cccc4ccccc34)S1)C(=O)N2 (stereo unspecified)	89	0	78	8	71	92	168*	114
Cc1ccc(S(=O)(=O)N(C)c2ccc(C(=O)N(CC(C)C)C3CCS(=O)(=O)C3)cc2)cc1 (stereo unspecified)	100	0	102	1	98	100	100	74
Cc1nc(CNS(=O)(=O)c2ccc(Br)cc2)cs1	94	0	91	6	97	110	96	97
CCC(C)N(C(=O)COc1ccccc1C(=O)NCc1ccccc1)C1CCS(=O)(=O)C1 (stereo unspecified)	104	3	100	-2	99	106	99	105
CCn1c(C2CC(=O)N(Cc3ccccc3)C2)nc2ccccc21 (stereo unspecified)	84	0	91	14	91	104	101	86
O=C(COc1nsnc1N1CCOCC1)Nc1ccc(Br)cc1	104	0	98	3	104	99	100	112
CCN(C(=O)COC(=O)c1cccnc1SC)C1CCCCC1	98	8	98	-12	98	100	97	92
COc1ccc(-c2ocnc2C(=O)NCc2nn(-c3ccccc3)nc2C)cc1	95	0	107	10	99	101	113	91
CCCc1nc2c(nnn2Cc2ccccc2)c(=O)[nH]1	94	0	99	6	101	96	97	93
COc1ccc(OC)c(S(=O)(=O)NCC(c2ccco2)S(=O)(=O)c2ccccc2)c1 (stereo unspecified)	109	2	100	76*	98	100	99	89
Cc1ccccc1C(=O)O/N=C(\N)c1ccncc1	110	0	107	-8	114	112	98	109
Cn1c(=O)[nH]c(=O)c2c1[nH]c(=S)n2Cc1ccc(Cl)cc1	105	0	104	8	103	104	101	106
CCOC(=O)c1sc2nc3c(SCC(=O)O)cc(C(=O)c4cc(F)ccc4O)cn3c(=O)c2c1C	103	9	104	22	102	109	103	76
Cc1cccc2cc(C#N)c(N3CCCC3)nc12	98	6	102	12	101	101	104	99
O=C(Oc1ccccc1)c1ccc(NC(=O)c2ccco2)cc1	93	18	89	-15	100	95	89	111
COc1ccc(Cn2c(C)nc3c(c(=O)c4ccccc4n3C)c2=O)cc1	101	0	121	-1	102	103	125	92
Cc1ccc(S(=O)(=O)N(C)c2ccc3c(ncn3C)c2[N+](=O)[O-])cc1	77	2	81	19	96	91	118	103
COc1ccc(NC(=O)CC2C(=O)N(c3ccc(OC)cc3)C(=O)N2C(C)C)cc1 (stereo unspecified)	102	4	101	5	99	102	97	97
CCOCc1cc(CN2CCC(CCC(=O)NC3CC3)CC2)ccc1OC	101	8	140	11	102	99	81	99
O=C1N2c3ccccc3CCc3cccc(c32)C1(O)C(F)(F)F (stereo unspecified)	90	0	98	7	100	102	97	104
O=c1cc(-c2ccccc2)nc2cc(-c3ccco3)[nH]n12	92	1	95	1	102	109	95	63*
Cc1cc(NC(=O)CSc2nc3c(c(=O)n2CCc2ccccc2)SC(C)C3)no1 (stereo unspecified)	94	1	99	1	103	105	110	104
O=C(Cn1cnc2c(cnn2-c2ccccc2)c1=O)NCCc1ccccc1	107	0	102	0	98	103	98	105
COc1ccc(CN2CN(S(=O)(=O)c3ccccc3)c3nc4ccccc4nc32)cc1	94	0	106	7	98	102	103	109
CCCc1nnc(SCC(=O)N2CCCC2)n1CC1CCCO1 (stereo unspecified)	91	0	/	5	92	108	101	92
CCN1CCN(C(=O)c2ccc3c(c2)N(Cc2ccccc2)C(=O)c2ccccc2S3=O)CC1 (stereo unspecified)	87	0	89	3	89	91	87	149
Cc1ccc(-c2ccc(=O)n(CC(=O)N3CCN(c4cc(Cl)ccc4C)CC3)n2)cc1	87	3	99	8	99	111	125	127
CCn1c(COc2ccccc2)nc2ccccc21	95	0	97	4	100	103	110	105
Additional entries.
SMILES	CIT2-GFP yeast	GRK2 aptamer HTS	AGP1-GFP MLPCN	VLA-4 inh	RPL19A TOR yeast	MEP2 TOR yeast	LAP4-GFP MLPCN	CR mimetic SO
O=C(NC1CCCCCC1)c1ccc(N2CCCC2=O)cc1	104	3	104	0	102	103	105	86
CCOc1ccccc1NC(=O)C(=O)N/N=C/c1ccc([N+](=O)[O-])cc1	99	0	102	-3	99	98	100	96
CC/C(O)=N\S(=O)(=O)c1ccc(N=NN(C)C)cc1	88	0	92	11	94	92	94	103
Cc1ccnc(NC(c2ccccc2O)c2oc(CO)cc(=O)c2O)c1 (stereo unspecified)	99	0	97	-7	104	107	93	173
Cc1cc(Oc2ncccc2[N+](=O)[O-])c2cc(Cl)ccc2n1	100	0	99	15	100	98	103	98
COc1cc(/C=C/c2cccc[n+]2C)ccc1OCC(=O)Nc1ccccc1C	104	0	102	8	102	100	96	103
CC(Sc1nnnn1C)C(=O)Nc1ccccc1-c1ccccc1 (stereo unspecified)	100	0	98	-3	103	102	95	106
Cc1ccsc1CN1CC(=O)N(c2c(C)cccc2C)C1=S	79	4	99	0	89	90	115	112
S=C(NCc1ccccn1)Nc1ccccc1	101	2	92	-1	101	101	89	129
COC(=O)c1ccccc1S(=O)(=O)N1CCC(C(=O)NCc2ccco2)CC1	95	0	99	9	97	102	98	121
O=C(C1CCCN(S(=O)(=O)c2ccccc2[N+](=O)[O-])C1)N1CCN(c2ccccc2)CC1 (stereo unspecified)	96	0	99	25	106	107	101	98
Cc1ccc(C(=O)NNC(=O)CSc2nnc(CNc3ccc(F)cc3)n2C)cc1	90	1	101	-9	99	96	96	101
O=S(=O)(NCCc1ccccc1)c1ccccc1	89	0	92	7	96	103	85	87
CCn1ncc(/C=N\NC(=O)c2ccc3c(c2)c(C)c(C)n3Cc2ccccc2)c1C	?	4	?	-12	?	?	?	93
COCCn1c(SCC(=O)N2CCCCCC2)nc2c(c1=O)SCC2	94	5	95	-13	98	103	87	114
Cn1cccc1C(=O)NC(=O)COC(=O)Cc1coc2ccc3ccccc3c12	87	0	96	-2	101	95	98	94
COc1ccc(C(C(=O)NC2CCCCC2)N(C(=O)c2snc(C(N)=O)c2N)c2ccc(OC)cc2OC)cc1 (stereo unspecified)	97	1	99	6	106	100	92	89
c1ccc(Cn2c[n+](Cc3ccccc3)cn2)cc1	101	1	114	-22	99	99	113	91
Cc1c(N=C/C=C2\N(C)c3ccccc3C2(C)C)c(=O)n(-c2ccccc2)n1C	96	2	99	-12	99	101	102	94
CCOCCCNc1nc2c(C)cccn2c(=O)c1/C=C1\SC(=S)N(CC(C)C)C1=O	109	0	98	i	98	105	95	113
O=C1CC(NS(=O)(=O)c2cccs2)CN1c1ccc(Cl)cc1 (stereo unspecified)	101	2	114	-9	106	94	111	95

Sorted by length of the SMILES (highest first): 3 of the compounds above
SMILES	CIT2-GFP yeast	GRK2 aptamer HTS	AGP1-GFP MLPCN	VLA-4 inh	RPL19A TOR yeast	MEP2 TOR yeast	LAP4-GFP MLPCN	CR mimetic SO
COc1ccc(C(C(=O)NC2CCCCC2)N(C(=O)c2snc(C(N)=O)c2N)c2ccc(OC)cc2OC)cc1 (stereo unspecified)	97	1	99	6	106	100	92	89
CCOCCCNc1nc2c(C)cccn2c(=O)c1/C=C1\SC(=S)N(CC(C)C)C1=O	109	0	98	i	98	105	95	113
Cc1ccnc(NC(c2ccccc2O)c2oc(CO)cc(=O)c2O)c1 (stereo unspecified)	99	0	97	-7	104	107	93	173
